Screening results as filed in PubChem BioAssay.
H37Rv inhibition – M. tuberculosis growth inhibition, HTS (AID 449762); 0.59% of 330,000 active; M. tuberculosis H37Rv growth inhibition, 7H9 media; higher % means a stronger effect; one-dose inhibition, % at 25 µM; IC50 in µM for titrated hits; in the data active means a potency from the dose series; inconclusive means inhibition above about 70% without an active follow-up result;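 further: bacterial growth assessed after seven days of incubation; strong numbers were not always called active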
PhoP GFP inhibition – Inhibition of PhoP regulon, Salmonella typhi GFP reporter cells, confirmation, 4 h (AID 1850); inhibition, % at 50 µM; hits with a dose series show IC50 in µM; 0.33% of 310,000 active; Salmonella Typhi PhoP-promoter GFP reporter, fluorescence, 4 h; higher % means a stronger effect; in the data active means a potency from the dose series; inconclusive means inhibition mostly from about 25% at the one dose, without a potency; inactive means the rest, 99 in 100 with inhibition below about 19%;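 further: 0% = induced wells with vehicle and 100% = uninduced wells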
inhibitors of VEEV – inhibitors of VEEV TC-83 cytopathic effect, confirmation, Vero cells (AID 588727). one-dose inhibition, % at 20 µM; IC50 in µM for titrated hits. 0.13% of 350,000 active. Vero cells, VEEV TC-83 cytopathic effect inhibition; higher % means a stronger effect; in the data active means a potency from the dose series; inconclusive means inhibition mostly from about 14% at the one dose, without a potency; inactive means the rest, 99 in 100 with inhibition below about 12%; further: strong numbers were not always called active
H1N1 NS1A inhibition – H1N1 influenza NS1A inhibitors, functional cell based assay (AID 504329); 0.3% of 340,000 active; NS1A functional cell-based assay, percent inhibition; higher % means a stronger effect; inhibition, % at 12.5 µM, or IC50 in µM where a hit was titrated; in the data active means a potency from the dose series; inconclusive means inhibition above about 27% without an active follow-up result; further: strong numbers were not always called active
tuberculosis growth – growth inhibition of non-replicating M. tuberculosis (AID 488890) | 0.39% of 320,000 active | Mycobacterium tuberculosis non-replicating, growth inhibition; higher % means a stronger effect | inhibition, % at 25 µM, or IC50 in µM where a hit was titrated; in the data active means a potency from the dose series; inconclusive means inhibition mostly from about 82% at the one dose, without a potency; inactive means the rest, 99 in 100 with inhibition below about 76%;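 further: plate controls were DMSO cells for no effect and high antibiotic wells for full effect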
An asterisk follows results filed as active; & = joins results of further samples.

CCCn1c(SCC(=O)N2CCN(c3ccc(OC)cc3)CC2)nc2c1c(=O)n(C)c(=O)n2C was read as H37Rv inhibition -1%, PhoP GFP inhibition 3%, inhibitors of VEEV 1.2%, H1N1 NS1A inhibition -1% and tuberculosis growth 14%.
For CC(=O)c1ccc(OC(=O)C2c3ccccc3Oc3ccccc32)cc1 the results were H37Rv inhibition 63%, PhoP GFP inhibition 10%, inhibitors of VEEV inactive, H1N1 NS1A inhibition -3% and tuberculosis growth inconclusive.
Screening CCCC(c1nnnn1Cc1ccc(OC)cc1)N1CCN(c2ccccc2OC)CC1 (stereo not drawn) returned H37Rv inhibition 4%, PhoP GFP inhibition 27%, inhibitors of VEEV 5.0%, H1N1 NS1A inhibition -5% and tuberculosis growth 32%.
`COc1cc(/C=N/n2c(C)nc3ccccc3c2=O)ccc1O` gave H37Rv inhibition -1%, PhoP GFP inhibition 0%, inhibitors of VEEV 1.0%, H1N1 NS1A inhibition 20% and tuberculosis growth 7%.
`CCn1cc([N+](=O)[O-])c(C(=O)N2CCCCCC2)n1` gave H37Rv inhibition -17%, PhoP GFP inhibition -4%, inhibitors of VEEV inactive, H1N1 NS1A inhibition -6% and tuberculosis growth -7%.
`COc1cccc(NC(=O)COC(=O)CCCC2=NS(=O)(=O)c3ccccc3N2)c1` gave H37Rv inhibition 1%, PhoP GFP inhibition 2%, inhibitors of VEEV 1.1%, H1N1 NS1A inhibition 5% and tuberculosis growth -4%.
`O=C(O)c1ccccc1-c1ccc(/C=C2\SC(=O)N(c3ccccc3)C2=O)o1` gave H37Rv inhibition -3%, PhoP GFP inhibition 2%, inhibitors of VEEV 1.1%, H1N1 NS1A inhibition -3% and tuberculosis growth -6%.
Screening Cc1ccc(-n2c(-c3ccccc3)cc(=O)nc2C)cc1 returned H37Rv inhibition 2%, PhoP GFP inhibition -6%, inhibitors of VEEV 0.8%, H1N1 NS1A inhibition 1% and tuberculosis growth -3%.
CN(C)/C=N/c1c(C#N)nnn1Cc1ccccc1 was read as H37Rv inhibition -3%, PhoP GFP inhibition -11%, inhibitors of VEEV 1.1%, H1N1 NS1A inhibition -2% and tuberculosis growth -2%.
Screening CC(=O)Cc1nsc(NC(=O)c2cc(-c3ccc(Cl)c(Cl)c3)oc2C)n1 returned H37Rv inhibition -3%, PhoP GFP inhibition 0%, inhibitors of VEEV 1.8%, H1N1 NS1A inhibition -1% and tuberculosis growth -7%.
`O=C(CCCCC(=O)Nc1ccccc1Cl)Nc1ccccc1Cl` gave H37Rv inhibition 3%, PhoP GFP inhibition -9%, inhibitors of VEEV inactive, H1N1 NS1A inhibition -11% and tuberculosis growth -14%.
For O=C(OCc1ccccc1Cl)C1CC(=O)N(Cc2ccco2)C1 (stereo not drawn) the results were H37Rv inhibition 5%, PhoP GFP inhibition 2%, inhibitors of VEEV 3.0%, H1N1 NS1A inhibition -5% and tuberculosis growth 12%.
CC(C)(C)N1CC2([N+](=O)[O-])CN(C(C)(C)C)CC([N+](=O)[O-])(C1)C2 was read as H37Rv inhibition 4%, PhoP GFP inhibition 12%, inhibitors of VEEV 0.5%, H1N1 NS1A inhibition -3% and tuberculosis growth 13%.
Screening CC(=NNC(=S)Nc1ccccc1Cl)c1ccccn1 returned inhibitors of VEEV 0.9% and H1N1 NS1A inhibition 22µM*.
Screening Cc1csc(=O)n1CC(=O)OCC(=O)NNC(=O)c1ccccc1 returned H37Rv inhibition -17%, PhoP GFP inhibition -1%, inhibitors of VEEV 1.7%, H1N1 NS1A inhibition -7% and tuberculosis growth -5%.
Screening Cc1cccc(Cc2nnc(CCC(=O)N(CC3CC3)CC3CCCO3)o2)c1 (stereo not drawn) returned H37Rv inhibition 5%, PhoP GFP inhibition -1%, inhibitors of VEEV 1.3%, H1N1 NS1A inhibition -8% and tuberculosis growth 12%.
For CC(C)c1ccccc1OCC(=O)N(C)CC(=O)Nc1ccc(F)cc1 the results were H37Rv inhibition -6%, PhoP GFP inhibition 8%, inhibitors of VEEV 8.7%, H1N1 NS1A inhibition -4% and tuberculosis growth 15%.
Screening CCCCN(C(=O)c1cc(CN2C(=O)c3ccccc3C2=O)ccc1OC)c1c(N)n(CC(C)C)c(=O)[nH]c1=O returned inhibitors of VEEV 6.6% and H1N1 NS1A inhibition -5%.
For Cc1[nH]c2ccccc2c1CCNC(=O)CCC(=O)c1ccccc1 the results were H37Rv inhibition -3%, PhoP GFP inhibition 2%, inhibitors of VEEV inactive, H1N1 NS1A inhibition -1% and tuberculosis growth 8%.
Cc1nc2ccc3[nH]snc3c2n1 was read as H37Rv inhibition 1%, PhoP GFP inhibition 18%, inhibitors of VEEV 4.6%, H1N1 NS1A inhibition -4% and tuberculosis growth -10%.
C#CCNC(=O)C1=C[C@@H](C2CCCCC2)C[C@@H](OCc2ccc(CO)cc2)O1 was read as H37Rv inhibition -2%, PhoP GFP inhibition 2%, inhibitors of VEEV 1.1%, H1N1 NS1A inhibition -19% and tuberculosis growth 29%.
`Cc1sc2ncn(CC(=O)N3CCN(c4ccccc4)CC3)c(=O)c2c1S(=O)(=O)N1CCOCC1` gave H37Rv inhibition -6%, PhoP GFP inhibition 6%, inhibitors of VEEV 0.7%, H1N1 NS1A inhibition 0% and tuberculosis growth 1%.
For COc1ccccc1NC(=O)c1csc(-n2nc(C)cc2C(F)(F)F)n1 the results were H37Rv inhibition -4%, PhoP GFP inhibition -1%, inhibitors of VEEV inactive, H1N1 NS1A inhibition -1% and tuberculosis growth -4%.
Screening CC(C)CNC(=O)CC1Nc2ccccc2NC1=O (stereo not drawn) returned H37Rv inhibition 3%, PhoP GFP inhibition -7%, inhibitors of VEEV 1.6%, H1N1 NS1A inhibition -4% and tuberculosis growth 1%.
Screening CCn1c(SCc2nc(-c3ccc(OC)c(OC)c3)no2)nnc1-c1cccs1 returned H37Rv inhibition 8%, PhoP GFP inhibition 6%, inhibitors of VEEV 1.1%, H1N1 NS1A inhibition 4% and tuberculosis growth 21%.
CC1SC(c2ccc(F)cc2)NC1=O (stereo not drawn) was read as H37Rv inhibition 8%, PhoP GFP inhibition 0%, inhibitors of VEEV inactive, H1N1 NS1A inhibition 10% and tuberculosis growth 16%.
Cc1nnsc1C(=O)Nc1cccc(Cl)c1Cl was read as H37Rv inhibition 5%, PhoP GFP inhibition -4%, inhibitors of VEEV 0.3%, H1N1 NS1A inhibition 1% and tuberculosis growth -1%.
For CCC1CCC2(CC1)NC(=O)N(CC(=O)Nc1cccc(S(=O)(=O)N(C)c3ccccc3)c1)C2=O (stereo not drawn) the results were H37Rv inhibition -2%, inhibitors of VEEV 6.4%, H1N1 NS1A inhibition 2% and tuberculosis growth 38%.
N#C/C(=C\c1ccc(OC(=O)c2ccc(Cl)s2)cc1)c1nc2ccccc2[nH]1 was read as H37Rv inhibition 57%, PhoP GFP inhibition -15%, inhibitors of VEEV 7.3%, H1N1 NS1A inhibition -7% and tuberculosis growth inconclusive.
Screening COc1ccc(CN2CCNC(=O)C2CC(=O)NC2CCCCCC2)c(F)c1 (stereo not drawn) returned H37Rv inhibition 4%, PhoP GFP inhibition -3%, inhibitors of VEEV 2.3%, H1N1 NS1A inhibition 7% and tuberculosis growth 37%.
For Cc1nc(NC(=O)CN2CCOCC2)sc1C(=O)N(C)C the results were H37Rv inhibition -7%, PhoP GFP inhibition -1%, inhibitors of VEEV inactive, H1N1 NS1A inhibition -7% and tuberculosis growth -18%.
For COC(=O)c1nc[nH]c1C(=O)OC the results were H37Rv inhibition -1%, PhoP GFP inhibition -8%, inhibitors of VEEV inactive, H1N1 NS1A inhibition -21% and tuberculosis growth 9%.
`CCCOc1ccc(/C(O)=C2/C(=O)C(=O)N(CCOC)C2c2cccnc2)cc1` (stereo not drawn) gave H37Rv inhibition -8%, PhoP GFP inhibition -13% and tuberculosis growth 0%.
Screening CCN(CC(=O)NCc1cccs1)C(=O)c1cccc(S(=O)(=O)Nc2ccccc2OC)c1 returned H37Rv inhibition -12%, PhoP GFP inhibition -9%, inhibitors of VEEV 1.9%, H1N1 NS1A inhibition -2% and tuberculosis growth 0%.
Cc1cc(Nc2ccccc2C(=O)O)n(-c2cccc(Cl)c2)n1 was read as H37Rv inhibition 5%, PhoP GFP inhibition 1%, inhibitors of VEEV 2.6%, H1N1 NS1A inhibition -11% and tuberculosis growth 18%.
COc1ccc(-c2ccc(CCC(=O)O)n2-c2ccccc2O)cc1 was read as H37Rv inhibition -4%, PhoP GFP inhibition 14%, inhibitors of VEEV 0.5%, H1N1 NS1A inhibition -3% and tuberculosis growth 54%.
For Cc1cc(C)c(NC(=O)CCN2CCN(Cc3ccccc3)CC2)c(C)c1 the results were H37Rv inhibition -9%, PhoP GFP inhibition 8%, inhibitors of VEEV 6.9%, H1N1 NS1A inhibition 1% and tuberculosis growth 4%.
Screening COc1ccc(-c2nc(CS(=O)(=O)CC(=O)NCCCN3CCOCC3)c(C)o2)cc1 returned H37Rv inhibition 4%, PhoP GFP inhibition 5%, inhibitors of VEEV inactive, H1N1 NS1A inhibition 4% and tuberculosis growth 13%.
`O=C(Nc1cccc(NC(=S)NC(=O)c2cccs2)c1)c1ccccc1` gave H37Rv inhibition 11%, PhoP GFP inhibition 4%, inhibitors of VEEV 2.0%, H1N1 NS1A inhibition 0% and tuberculosis growth -4%.
For COc1cc2[nH]c(=O)n(CCCCCC(=O)NCCCN3CCC(C)CC3)c(=O)c2cc1OC the results were H37Rv inhibition 12%, PhoP GFP inhibition -3%&-6%, inhibitors of VEEV inactive, H1N1 NS1A inhibition 2% and tuberculosis growth 3%.

The last 6 entries of the part above lead into the next.
Cc1cc(Nc2ccccc2C(=O)O)n(-c2cccc(Cl)c2)n1 was read as H37Rv inhibition 5%, PhoP GFP inhibition 1%, inhibitors of VEEV 2.6%, H1N1 NS1A inhibition -11% and tuberculosis growth 18%.
COc1ccc(-c2ccc(CCC(=O)O)n2-c2ccccc2O)cc1 was read as H37Rv inhibition -4%, PhoP GFP inhibition 14%, inhibitors of VEEV 0.5%, H1N1 NS1A inhibition -3% and tuberculosis growth 54%.
For Cc1cc(C)c(NC(=O)CCN2CCN(Cc3ccccc3)CC2)c(C)c1 the results were H37Rv inhibition -9%, PhoP GFP inhibition 8%, inhibitors of VEEV 6.9%, H1N1 NS1A inhibition 1% and tuberculosis growth 4%.
Screening COc1ccc(-c2nc(CS(=O)(=O)CC(=O)NCCCN3CCOCC3)c(C)o2)cc1 returned H37Rv inhibition 4%, PhoP GFP inhibition 5%, inhibitors of VEEV inactive, H1N1 NS1A inhibition 4% and tuberculosis growth 13%.
`O=C(Nc1cccc(NC(=S)NC(=O)c2cccs2)c1)c1ccccc1` gave H37Rv inhibition 11%, PhoP GFP inhibition 4%, inhibitors of VEEV 2.0%, H1N1 NS1A inhibition 0% and tuberculosis growth -4%.
For COc1cc2[nH]c(=O)n(CCCCCC(=O)NCCCN3CCC(C)CC3)c(=O)c2cc1OC the results were H37Rv inhibition 12%, PhoP GFP inhibition -3%&-6%, inhibitors of VEEV inactive, H1N1 NS1A inhibition 2% and tuberculosis growth 3%.
COc1ccc(NC(=O)NN2CCN(C)CC2)cc1 was read as H37Rv inhibition -1%, PhoP GFP inhibition -4%, inhibitors of VEEV 2.4%, H1N1 NS1A inhibition -10% and tuberculosis growth 0%.
Screening CCCC(=O)N1CCN(c2ccc(NC(=O)c3ccc4c(c3)OCCO4)cc2)CC1 returned H37Rv inhibition 1%, PhoP GFP inhibition 4%, inhibitors of VEEV 2.0%, H1N1 NS1A inhibition 2% and tuberculosis growth 1%.
`Cn1nc(C(=O)OCC(=O)c2ccc[nH]2)c2ccccc2c1=O` gave H37Rv inhibition 1%, PhoP GFP inhibition -3%, inhibitors of VEEV 0.8%, H1N1 NS1A inhibition 7% and tuberculosis growth -7%.
Screening O=Cc1ccc(OCCOc2ccc([N+](=O)[O-])cc2)cc1 returned H37Rv inhibition 4%, PhoP GFP inhibition 14%, inhibitors of VEEV inactive, H1N1 NS1A inhibition -14% and tuberculosis growth 63%.
Cc1cccc(Oc2nccc(C(F)(F)F)c2C(=O)Nc2ccc(F)cc2F)c1 was read as H37Rv inhibition 0%, PhoP GFP inhibition 11%, inhibitors of VEEV 8.3%, H1N1 NS1A inhibition 12% and tuberculosis growth -5%.
COCCNC(=O)Cc1cn(C)c2ccccc12 was read as H37Rv inhibition -3%, PhoP GFP inhibition 1%, inhibitors of VEEV 2.0%, H1N1 NS1A inhibition -7% and tuberculosis growth -6%.
O=C(c1ccc2oc(CCc3ccccc3)nc2c1)N1CC[C@H](O)C1 was read as H37Rv inhibition -3%, PhoP GFP inhibition -7%, inhibitors of VEEV inactive, H1N1 NS1A inhibition 13% and tuberculosis growth 2%.
For CCOc1ccc(NC(=O)Nc2cccnc2)cc1 the results were H37Rv inhibition 2%, PhoP GFP inhibition 1%, inhibitors of VEEV inactive, H1N1 NS1A inhibition 10% and tuberculosis growth 28%.
